FLuc inhib CS = firefly luciferase enzyme inhibitors, primary screen, artefact control for luciferase-based inhibitor screens, biochemical, luminescence, ATPLite; Luciferin 4-monooxygenase (Photinus pyralis), P08659; inhibition, % at 10 µM; hit rate 1.5% among 200,000; 10 min; AID 1006, 2008;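 active = inhibition above about 50% when tested at 10 µM, limit read from the data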
Target sequence (P08659 whole entry, looked up): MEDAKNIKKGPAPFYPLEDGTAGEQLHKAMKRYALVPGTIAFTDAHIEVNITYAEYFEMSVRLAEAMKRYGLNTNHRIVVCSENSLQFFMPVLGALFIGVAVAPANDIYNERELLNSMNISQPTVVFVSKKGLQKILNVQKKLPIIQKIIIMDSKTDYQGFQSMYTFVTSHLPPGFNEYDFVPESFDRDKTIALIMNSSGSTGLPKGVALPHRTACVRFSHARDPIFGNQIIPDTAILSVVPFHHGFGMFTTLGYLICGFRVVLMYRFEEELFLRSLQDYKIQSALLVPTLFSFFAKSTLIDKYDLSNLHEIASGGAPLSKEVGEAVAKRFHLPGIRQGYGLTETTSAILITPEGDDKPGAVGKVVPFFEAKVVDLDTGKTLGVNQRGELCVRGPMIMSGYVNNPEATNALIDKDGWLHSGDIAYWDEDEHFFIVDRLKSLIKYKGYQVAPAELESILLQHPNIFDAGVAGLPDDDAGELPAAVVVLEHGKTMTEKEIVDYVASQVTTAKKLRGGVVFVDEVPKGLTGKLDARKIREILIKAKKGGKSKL
STAT1 act = STAT1 signaling activators, primary screen, cell-based, HTS, luciferase reporter; NIH 3T3 STAT1-luciferase reporter, IFN-gamma, luminescence; 100% = IFN-gamma alone, no compound; activation (% of control), % at 5.5 µM; hit rate 2.6% among 200,000;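 active = activation above the screen-wide mean activation plus 3 SD, cut at about 130% in these data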;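 note: raw ratio to IFN-gamma control signal so 100% means no change and 0% no light; values of inactives mirror those of a sister screen read the other way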
NF-kB expr up = activators of NF-kB expression in neurons, primary screen, cell-based, HTS; human neuronal cells, NF-kB reporter expression; stronger effect = higher value; fold change at 12.5 µM; hit rate 1.6% among 190,000; AID 1239, 2008; in the data active = fold change above about 3.3
STAT3 activator = IL-6 driven STAT3 reporter potentiators, primary screen, U3A cells, luciferase, luminescence, MLSCN library | IL-6 STAT3-luciferase reporter; 100% = signal with IL-6 EC80 alone | activation (% of control), % at 5.6 µM | hit rate 0.91% among 190,000 | AID 871, 2007;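 active = activation above the screen-wide mean of compound activation plus 3 SD, cut at about 130% in these data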;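 note: 0% = background luminescence of wells with medium and substrate only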
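System – human U3A cells carrying STAT3-luciferase construct · Probe or stimulus – Interleukin-6, 33 ng/mL · Schedule – compound 1 h, then IL-6 6 h at 37 °C · Signal – luminescence from STAT3-driven luciferase reporter · Evaluation – percent of IL-6-only median luminescence · Benchmarks – IL-6-only high control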
APP transl inh = inhibitors of APP translation via 5'UTR reporter, primary screen, APP 5'UTR luciferase, SH-SY5Y cells; SH-SY5Y APP 5'UTR-luciferase reporter, luminescence; inhibition, % at 2 µM; hit rate 0.82% among 190,000;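 active = inhibition above a set limit, derived from the sample mean plus 3 SD, cut at about 45% in these data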; note: values of inactives mirror those of a sister screen read the other way
ROMK mod = ROMK potassium channel modulators, primary screen, cell-based, thallium flux, MLSMR library | ATP-sensitive inward rectifier potassium channel 1 (Homo sapiens), P48048 | Tet-inducible ROMK, thallium flux fluorescence; actives lie on both sides | B-score at 10 µM | hit rate 2% among 130,000 | AID 1918, 2009;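 active = signal ratio slope over the read window, or its plate-corrected B-score, at least 3 SD from the plate mean, either direction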;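 note: B-score of the F/F0 ratio slope over 7 to 12 s after thallium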
Target sequence (P48048 whole entry, looked up): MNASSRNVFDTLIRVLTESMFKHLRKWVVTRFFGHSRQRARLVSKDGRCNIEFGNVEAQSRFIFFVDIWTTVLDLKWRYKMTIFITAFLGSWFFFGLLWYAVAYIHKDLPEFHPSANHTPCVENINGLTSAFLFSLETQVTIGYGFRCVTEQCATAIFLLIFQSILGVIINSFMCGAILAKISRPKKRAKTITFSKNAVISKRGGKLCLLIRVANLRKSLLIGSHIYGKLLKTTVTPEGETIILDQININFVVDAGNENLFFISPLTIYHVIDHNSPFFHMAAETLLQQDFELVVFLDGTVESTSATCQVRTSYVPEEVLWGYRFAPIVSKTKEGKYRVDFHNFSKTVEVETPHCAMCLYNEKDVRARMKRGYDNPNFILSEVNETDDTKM
FLuc stim CS = FLuc activators, initial screening, artefact control for FLuc-dependent activation tests, biochemical, ATPlite luminescence. Luciferin 4-monooxygenase (Photinus pyralis), P08659. ATPlite luciferase biochemical, 10 min; 0 = ATP-free wells, 1 = DMSO control. activation factor at 10 µM. 200,000 tested, under 10 active. AID 1027, 2008;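 active = luciferase activation factor, scaled between plate controls, of at least 2 with compound at 10 µM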
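Material: luciferase plus luciferin reagent, cell-free. Medium: PBS buffer for ATP. Also added: ATP substrate, dispensed from a 10.24 µM working solution in PBS. Doses: test compounds dosed from 2 mM stocks in 100% DMSO. Incubation: 10 min post-reagent at room temperature. Technique: light output (luminescence). Read-out basis: luminescence gain marking luciferase activators.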
STAT1 inh = STAT1 signaling inhibitors, primary screen, cell-based, HTS, luciferase reporter; NIH 3T3 STAT1-luciferase reporter, IFN-gamma, luminescence; inhibition, % at 5.5 µM; hit rate 0.35% among 200,000;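 active = inhibition above a set limit, the mean inhibition across all tested compounds plus 3 SD, cut at about 34% in these data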;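 note: 0% = IFN-gamma with DMSO and 100% = IFN-gamma with 300 µM nifuroxazide; values of inactives mirror those of a sister screen read the other way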
APP 5'UTR act = activators of APP 5'UTR luciferase reporter, primary screen, SH-SY5Y cells | activation, % at 2 µM | hit rate 1% among 190,000 | SH-SY5Y APP 5'UTR luciferase reporter, luminescence; zero percent = DMSO vehicle wells;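 active = activation above a set limit, based on mean plus 3 SD of controls, cut at about 140% in these data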; note: values of inactives mirror those of a sister screen read the other way
STAT3 inh = IL-6 driven STAT3 reporter inhibitors, primary screen, U3A cells, luciferase, luminescence, MLSCN library; inhibition, % at 5.5 µM; hit rate 0.89% among 190,000; IL-6 STAT3-luciferase reporter; host cell line lacks STAT1; AID 862, 2007;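 active = inhibition above the mean inhibition across all screened compounds plus 3 SD, cut at about 44% in these data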;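 note: 0% = DMSO only wells and 100% = 100 µM nifuroxazide control wells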
Active calls of the source: *.

Results for CCN1CCCC1CNC(=O)c1ccc(Sc2ccc(F)cc2)c([N+](=O)[O-])c1 (stereo unspecified) ?
FLuc inhib CS: -3; STAT1 act: 103; NF-kB expr up: 0.96; STAT3 activator: 106; APP transl inh: -3; ROMK mod: -2.7; FLuc stim CS: 1; STAT1 inh: -4; APP 5'UTR act: 3; STAT3 inh: -5

Results for CCSc1nnc(-c2cccc(S(=O)(=O)N(CC)CC)c2)n1Cc1ccccc1 ?
FLuc inhib CS: -4; STAT1 act: 99; NF-kB expr up: 0.4; STAT3 activator: 104; APP transl inh: -2; ROMK mod: -1.6; FLuc stim CS: 1; STAT1 inh: 2; APP 5'UTR act: 2; STAT3 inh: 2

How did COc1cc(S(=O)(=O)N(Cc2cccs2)C2CC2)ccc1-n1cnnn1 do in these assays?
STAT1 act: 100; NF-kB expr up: 1.4; STAT3 activator: 105; APP transl inh: -12; STAT1 inh: 0; APP 5'UTR act: 12; STAT3 inh: -5

How did CCN1c2ccccc2-c2nc3ccccc3n2C1c1ccncc1 (stereo unspecified) do in these assays?
FLuc inhib CS: -9; STAT1 act: 101; NF-kB expr up: 0.91; STAT3 activator: 97; APP transl inh: 8; FLuc stim CS: 1.1; STAT1 inh: -1; APP 5'UTR act: -8; STAT3 inh: 6

How did CCn1c(Sc2nc(C)nc3scc(-c4cccs4)c23)n[nH]c1=O do in these assays?
FLuc inhib CS: -7; STAT1 act: 87; NF-kB expr up: 0.7; STAT3 activator: 105; APP transl inh: -5; FLuc stim CS: 1.1; STAT1 inh: 14; APP 5'UTR act: 5; STAT3 inh: 0

How did COC(=O)Cc1cc(OC)c(OC)cc1Cc1cc(OC)c(OC)cc1CC(=O)OC do in these assays?
FLuc inhib CS: -8; STAT1 act: 100; NF-kB expr up: 1.1; STAT3 activator: 100; APP transl inh: -2; FLuc stim CS: 1.1; STAT1 inh: 3; APP 5'UTR act: 2; STAT3 inh: 10

Results for CC(=O)N1CCN(CC(=O)Nc2ccc([N+](=O)[O-])cc2Br)CC1 ?
FLuc inhib CS: -8; STAT1 act: 92; NF-kB expr up: 0.94; STAT3 activator: 103; APP transl inh: 8; ROMK mod: -0.43; FLuc stim CS: 1.1; STAT1 inh: 9; APP 5'UTR act: -9; STAT3 inh: -1

Results for CCOC(=O)c1c(NC(=O)c2ccc(S(=O)(=O)N3CCOCC3)cc2)sc2c1CCN(C)C2 ?
FLuc inhib CS: -4; STAT1 act: 104; NF-kB expr up: 0.82; STAT3 activator: 111; APP transl inh: -2; FLuc stim CS: 1; STAT1 inh: -5; APP 5'UTR act: 2; STAT3 inh: -9

Results for Nc1ccc(SC(F)(F)F)cc1 ?
FLuc inhib CS: 0; STAT1 act: 100; NF-kB expr up: 1.2; STAT3 activator: 99; APP transl inh: -11; ROMK mod: 0.62; FLuc stim CS: 1; STAT1 inh: -2; APP 5'UTR act: 11; STAT3 inh: 8

Results for COC(=O)c1ccc(CSc2nncn2C)cc1 ?
FLuc inhib CS: 0; STAT1 act: 124; NF-kB expr up: 2.2; STAT3 activator: 110; APP transl inh: 0; FLuc stim CS: 1; STAT1 inh: -28; APP 5'UTR act: 0; STAT3 inh: -7

What do the screens show for `CCN1CCN(C(c2cccc(OC)c2OC)c2nnnn2Cc2ccco2)CC1` (stereo unspecified)?
FLuc inhib CS: -4; STAT1 act: 101; NF-kB expr up: 1.8; STAT3 activator: 106; APP transl inh: 0; ROMK mod: 0.041; FLuc stim CS: 1; STAT1 inh: -3; APP 5'UTR act: 0; STAT3 inh: -4

Results for C/C(=C1/SC(N2CCOCC2)=NC1=O)c1ccc(Cl)cc1 ?
FLuc inhib CS: -2; STAT1 act: 96; NF-kB expr up: 0.95; STAT3 activator: 92; APP transl inh: 21; ROMK mod: -0.028; FLuc stim CS: 1; STAT1 inh: 4; APP 5'UTR act: -21; STAT3 inh: 16

Results for Brc1ccc(-c2nnc3sc(CN4CCC5(CC4)OCCO5)cn23)cc1 ?
FLuc inhib CS: -4; STAT1 act: 96; NF-kB expr up: 0.96; STAT3 activator: 109; APP transl inh: -13; ROMK mod: -0.097; FLuc stim CS: 1; STAT1 inh: 5; APP 5'UTR act: 13; STAT3 inh: -10

What do the screens show for `CCC(CC)C(=O)N1CC(=O)Nc2ccc(Br)cc2C1c1ccccc1` (stereo unspecified)?
FLuc inhib CS: -8; STAT1 act: 106; NF-kB expr up: 0.77; STAT3 activator: 99; APP transl inh: -6; FLuc stim CS: 1.1; STAT1 inh: -7; APP 5'UTR act: 6; STAT3 inh: 7

How did COc1ccc2ccccc2c1CNCCCN1CCOCC1 do in these assays?
FLuc inhib CS: -5; STAT1 act: 97; NF-kB expr up: 1.5; STAT3 activator: 103; APP transl inh: 0; ROMK mod: -0.77; FLuc stim CS: 1.1; STAT1 inh: 1; APP 5'UTR act: 0; STAT3 inh: -1

What do the screens show for `COc1ccccc1Nc1nc(C)cc(C)c1C(N)=O`?
FLuc inhib CS: -4; STAT1 act: 105; NF-kB expr up: 1.1; STAT3 activator: 104; APP transl inh: 4; ROMK mod: 0.099; FLuc stim CS: 1; STAT1 inh: -5; APP 5'UTR act: -4; STAT3 inh: -2

What do the screens show for `NS(=O)(=O)c1ccc(O)c(N2C(=O)c3cccc4c(C(=O)O)ccc(c34)C2=O)c1`?
FLuc inhib CS: -3; STAT1 act: 110; NF-kB expr up: 1.5; STAT3 activator: 92; APP transl inh: -18; ROMK mod: -1.1; FLuc stim CS: 1; STAT1 inh: -12; APP 5'UTR act: 18; STAT3 inh: 19

How did COc1cc(C2=NOC(C(=O)Nc3ccc(C(C)=O)cc3)C2)cc(OC)c1OC (stereo unspecified) do in these assays?
FLuc inhib CS: -4; STAT1 act: 126; NF-kB expr up: 1.4; STAT3 activator: 94; APP transl inh: -12; ROMK mod: -0.0017; FLuc stim CS: 1; STAT1 inh: -28; APP 5'UTR act: 12; STAT3 inh: 9

How did Cc1cccc(OCC(=O)Nc2cccc(C(=O)NCC(C)C)c2)c1 do in these assays?
FLuc inhib CS: 0; STAT1 act: 101; NF-kB expr up: 1.1; STAT3 activator: 95; APP transl inh: -4; ROMK mod: -0.31; FLuc stim CS: 1; STAT1 inh: -1; APP 5'UTR act: 4; STAT3 inh: 9

How did Cc1ccc(S(=O)(=O)/C(C#N)=C/c2c(N3CC(C)OC(C)C3)nc3ccccn3c2=O)cc1 (stereo unspecified) do in these assays?
FLuc inhib CS: -8; STAT1 act: 95; NF-kB expr up: 0.87; STAT3 activator: 100; APP transl inh: -18; FLuc stim CS: 1.1; STAT1 inh: 5; APP 5'UTR act: 18; STAT3 inh: 4

How did O=C(COc1ccc(Cl)cc1)NCc1nnc(SCC(=O)Nc2ccccc2F)o1 do in these assays?
FLuc inhib CS: -6; STAT1 act: 97; NF-kB expr up: 1.2; STAT3 activator: 99; APP transl inh: 4; ROMK mod: -0.98; FLuc stim CS: 1.1; STAT1 inh: 3; APP 5'UTR act: -4; STAT3 inh: 12

What do the screens show for `COC(=O)c1ccccc1NC(=S)NC(NC(=O)c1ccco1)C(Cl)(Cl)Cl` (stereo unspecified)?
FLuc inhib CS: -8; STAT1 act: 103; NF-kB expr up: 1.2; STAT3 activator: 94; APP transl inh: 22; FLuc stim CS: 1.1; STAT1 inh: -3; APP 5'UTR act: -22; STAT3 inh: 17

What do the screens show for `CCOC(=O)c1c(C)oc2c1c(CN1CCN(C(=O)OCC)CC1)c(O)c1ccccc12`?
FLuc inhib CS: -10; STAT1 act: 100; NF-kB expr up: 4.3*; STAT3 activator: 129; APP transl inh: -157; FLuc stim CS: 1.1; STAT1 inh: 0; APP 5'UTR act: 157*; STAT3 inh: -38

How did CCOC(=O)c1[nH]c(COC(=O)c2ccccc2NC(=O)c2ccco2)c(C(=O)OCC)c1C do in these assays?
FLuc inhib CS: 3; STAT1 act: 106; NF-kB expr up: 1.2; STAT3 activator: 100; APP transl inh: -4; ROMK mod: 0.036; FLuc stim CS: 1; STAT1 inh: -5; APP 5'UTR act: 4; STAT3 inh: 1

What do the screens show for `COc1ccc(C(=O)NCCN2CCCC2)cc1OC`?
FLuc inhib CS: 2; STAT1 act: 97; NF-kB expr up: 1.1; STAT3 activator: 99; APP transl inh: -4; ROMK mod: 0.053; FLuc stim CS: 1; STAT1 inh: 3; APP 5'UTR act: 3; STAT3 inh: 6

How did Cc1ccc(S(=O)CCNC(=O)Cc2ccccc2)cc1 (stereo unspecified) do in these assays?
FLuc inhib CS: -1; STAT1 act: 98; NF-kB expr up: 1.1; STAT3 activator: 109; APP transl inh: 0; ROMK mod: 0.62; FLuc stim CS: 1; STAT1 inh: -1; APP 5'UTR act: 0; STAT3 inh: -6

Results for CCc1c(C)c2c(C)nn(-c3ccccc3)c2oc1=O ?
FLuc inhib CS: -2; STAT1 act: 97; NF-kB expr up: 1.2; STAT3 activator: 104; APP transl inh: -5; FLuc stim CS: 1; STAT1 inh: 3; APP 5'UTR act: 5; STAT3 inh: -4

Results for CCOC(=O)NC(=S)c1ccc[nH]1 ?
FLuc inhib CS: -7; STAT1 act: 110; NF-kB expr up: 0.9; STAT3 activator: 105; APP transl inh: -14; ROMK mod: -0.099; FLuc stim CS: 1.1; STAT1 inh: -11; APP 5'UTR act: 14; STAT3 inh: -6

How did O=C(CCCC(=O)N(CC(=O)NC1CCCC1)C1CCCC1)Nc1ccccn1 do in these assays?
FLuc inhib CS: 6; STAT1 act: 88; NF-kB expr up: 0.97; STAT3 activator: 101; APP transl inh: -6; FLuc stim CS: 0.9; STAT1 inh: 13; APP 5'UTR act: 6; STAT3 inh: 8

How did CCOC(=O)Cn1c(-c2cccnc2Cl)nc2ccccc21 do in these assays?
FLuc inhib CS: -1; STAT1 act: 90; NF-kB expr up: 1; STAT3 activator: 102; APP transl inh: -9; FLuc stim CS: 1; STAT1 inh: 6; APP 5'UTR act: 9; STAT3 inh: 7

Results for CCc1nc(N2CCN(C(=O)c3ccccc3)CC2)c2c3c(sc2n1)CCCC3 ?
FLuc inhib CS: -6; STAT1 act: 91; NF-kB expr up: 0.63; STAT3 activator: 98; APP transl inh: -1; ROMK mod: -0.044; FLuc stim CS: 1.1; STAT1 inh: 8; APP 5'UTR act: 1; STAT3 inh: 7

Results for Cc1ccc(S(=O)(=O)C2CCCCC2=O)cc1 (stereo unspecified) ?
FLuc inhib CS: -5; STAT1 act: 108; NF-kB expr up: 0.99; STAT3 activator: 93; APP transl inh: 16; ROMK mod: 0.48; FLuc stim CS: 1.1; STAT1 inh: -9; APP 5'UTR act: -16; STAT3 inh: 11
